ZTA DNA inh: ZTA (EBV) inhibition in EBNA-1 counter-screen | AID 2234 | inhibition, % at 11 µM | 0.15% of 320,000 active | P03206 | ZTA-DNA binding, fluorescence polarization; in the data active = inhibition above about 33%
Target sequence (P03206 whole entry, looked up): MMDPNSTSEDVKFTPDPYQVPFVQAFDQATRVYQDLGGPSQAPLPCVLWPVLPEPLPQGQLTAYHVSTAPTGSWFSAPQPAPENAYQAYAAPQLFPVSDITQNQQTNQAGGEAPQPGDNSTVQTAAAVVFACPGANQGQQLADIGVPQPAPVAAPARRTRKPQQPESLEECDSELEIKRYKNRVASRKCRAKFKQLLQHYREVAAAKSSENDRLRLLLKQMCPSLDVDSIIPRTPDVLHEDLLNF
Efflux pump inh: antifungal efflux pump inhibition, Nile Red retention; S. cerevisiae Candida pump triplex; inhibition, % at 10 µM; 0.44% of 330,000 active; AID 485275;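 active = plate passing quality check with inhibition over a set limit, or well fluorescence over plate mean plus 4 SD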;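 note: Nile Red retained in pooled yeast measured as flow cytometry median fluorescence; 0% = buffer negative control and 100% = Enniatin B positive control; higher means more Nile Red kept so more efflux inhibition; some compounds called inactive have numbers as strong as hits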
CTSL1 counter: counter-screen for PFM18AAP inhibitors: inhibitors of F. hepatica cathepsin L1; recombinant F. hepatica cathepsin L1, Z-Leu-Arg-MCA fluorescence; inhibition, % at 5.96 µM; 0.49% of 300,000 active;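 active = inhibition above the mean of all tested compounds plus 3 SD, set per screening campaign, cut at about 17% in these data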;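 note: 0% = plate median of test compound wells and 100% = 1 µM Z-Phe-Ala-diazomethylketone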
EBNA-1 inh: blocks EBNA-1 binding to DNA; EBNA-1 DNA binding, fluorescence polarization; inhibition, % at 14.8 µM; 0.34% of 300,000 active; AID 1950; in the data active = inhibition above about 28%
PP5 primary: inhibitors of human protein phosphatase 5 (PP5) | purified PP5c, OMFP substrate fluorescence | inhibition, % at 6.7 µM | 0.18% of 320,000 active;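 active = inhibition above the campaign's mean inhibition across all tested compounds plus 3 SD, cut at about 9.5% in these data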;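 note: 0% = DMSO only and 100% = 100 µM cantharidin control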
Target sequence (P53041 whole entry, looked up): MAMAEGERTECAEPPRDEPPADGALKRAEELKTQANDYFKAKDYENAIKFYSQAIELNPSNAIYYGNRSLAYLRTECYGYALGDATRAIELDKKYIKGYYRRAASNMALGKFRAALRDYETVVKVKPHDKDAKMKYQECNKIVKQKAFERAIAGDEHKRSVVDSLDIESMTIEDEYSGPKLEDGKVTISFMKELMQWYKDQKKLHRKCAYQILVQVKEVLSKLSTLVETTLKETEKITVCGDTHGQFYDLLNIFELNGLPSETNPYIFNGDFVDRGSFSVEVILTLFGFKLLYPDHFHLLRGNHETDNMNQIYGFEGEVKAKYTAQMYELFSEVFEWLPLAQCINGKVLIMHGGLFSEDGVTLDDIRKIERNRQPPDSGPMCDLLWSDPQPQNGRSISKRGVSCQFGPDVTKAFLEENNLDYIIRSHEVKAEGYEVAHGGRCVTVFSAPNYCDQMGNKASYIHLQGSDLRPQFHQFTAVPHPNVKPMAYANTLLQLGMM
HCV core dimer: blocks dimerization of HCV core protein | TR-FRET GST/Flag-core106 dimerization, 1536-well | inhibition, % at 5 µM | 0.33% of 300,000 active | AID 1899;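 active = inhibition above the mean of all tested compounds plus 3 SD, set per screening campaign, cut at about 45% in these data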
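Assay system: tagged HCV core106 pair (GST and Flag); medium: KF-containing HEPES buffer, pH 7.45, DTT, CHAPS, BSA; also added: Eu donor and XL665 acceptor anti-tag antibodies; dosing: 5 µM single dose; timing: compound-protein-antibody incubation 4 h at 22.5 °C; signal: TR-FRET 671 and 617 nm emission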
PREPL inh: inhibitors of human prolyl oligopeptidase-like enzyme PREPL | inhibition, % at 5.96 µM | recombinant PREPL, fluorescence polarization activity-based probe | AID 2751 | 0.68% of 320,000 active | Q4J6C6; in the data active = inhibition above about 43%;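 note: 0% = enzyme with DMSO and 100% = wells lacking enzyme; many of its hits are not listed in these tables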
PP1 inh: PP1-alpha (human) inhibition in PP5 counter-screen; P62136; purified PP1alpha, OMFP fluorescence; inhibition, % at 6.7 µM; 0.9% of 320,000 active;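 active = inhibition above the mean inhibition of all tested compounds plus 3 SD, computed separately for each screening campaign, cut at about 15% in these data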
Target sequence (P62136 whole entry, looked up): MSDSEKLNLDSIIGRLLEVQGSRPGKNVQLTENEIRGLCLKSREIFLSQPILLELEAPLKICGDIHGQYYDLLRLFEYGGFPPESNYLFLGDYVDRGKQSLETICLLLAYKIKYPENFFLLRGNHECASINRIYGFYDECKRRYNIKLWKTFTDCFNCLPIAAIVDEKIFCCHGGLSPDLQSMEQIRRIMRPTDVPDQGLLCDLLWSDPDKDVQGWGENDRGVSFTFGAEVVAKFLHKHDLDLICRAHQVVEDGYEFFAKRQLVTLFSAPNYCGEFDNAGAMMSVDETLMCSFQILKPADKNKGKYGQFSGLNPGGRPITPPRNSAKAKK
TPT1 inh: blocks Candida albicans tRNA 2'-phosphotransferase; recombinant caTPT1, FP RNA substrate dephosphorylation; inhibition, % at 5 µM; 0.81% of 300,000 active; AID 1962;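 active = inhibition above the mean of all tested compounds plus 3 SD, set per screening campaign, cut at about 24% in these data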;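 note: plate controls were DMSO alone for no effect and ferristatin control at 100 nM for full effect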
* = called active by the depositor; / = not tested or not shown. A portion of the library. The share of hits here may be higher or lower than overall.

SMILES	ZTA DNA inh	Efflux pump inh	CTSL1 counter	EBNA-1 inh	PP5 primary	HCV core dimer	PREPL inh	PP1 inh	TPT1 inh
CCOc1ccc(NC(=O)CCn2c(=S)oc3ccccc32)cc1	-20	0.2	3	-3	3.6	-12	19	-1	0
CC(C)CC(=O)NC(c1ccccc1)c1c(O)ccc2ccccc12 (stereo not given)	-24	0.1	6	-15	4.1	-9	6	4	-6
N#CC1(c2ccccc2)CCC(=NNS(=O)(=O)c2ccccc2)CC1 (stereo not given)	-8	-0.2	/	/	-1.5	/	5	0	/
Cc1ccc(/C=N/NC(=O)CNC(=O)c2ccc(S(=O)(=O)N(C)C)cc2)o1	6	0.1	-6	-3	-2.9	-7	10	-8	3
COc1ccc(C2=NOC(C(=O)N(C)Cc3ccccc3)C2)cc1 (stereo not given)	5	0.2	-3	-3	0.3	4	-4	1	0
CC1=NN(c2ccccc2)C(=O)/C1=C\c1cc(C)n(-c2ccccc2)c1C	-12	0.1	0	-11	1.4	-4	-2	5	-6
CCOC(=O)c1ccc(NC(=S)N(CCCN(CC)CC)Cc2ccco2)cc1	-3	0.1	0	1	0.8	-4	-14	-3	-1
COC(=O)c1ccc(COc2ccccc2/C=N/O)o1	-5	0.0	-4	1	0.3	-3	-1	-1	-2
NNC(=O)c1ncoc1-c1ccc(Cl)cc1	16	0.0	-2	-7	1.1	2	17	-3	-1
CCOc1ccc(NC(=O)CNC(=O)c2ccc([N+](=O)[O-])cc2)cc1	22	-0.1	3	6	-1.2	3	5	-5	1
CN(CC(=O)Nc1ccc(F)cc1)C(=O)COC(=O)/C=C/c1ccccc1[N+](=O)[O-]	-10	0.0	/	/	-2.8	/	13	1	/
COc1ccc(S(=O)(=O)Nc2ccc(C)cn2)cc1	-3	0.3	9	0	1.5	-5	13	-1	1
CCC(=O)N1CCN(c2ccccc2NC(=O)COc2ccccc2Cl)CC1	12	0.0	1	-1	-0.2	5	10	2	3
COc1cccc(/C=C/C(=O)OCC(=O)Nc2nnc(-c3ccccc3)o2)c1	1	0.1	1	6	-2.3	2	9	38*	1
Cc1cc(C)n(-c2nc3sc4c(c3c(=O)[nH]2)CCCC4)n1	-6	-0.1	-3	10	0.4	-4	2	8	-5
Cc1ccc(Cn2nnnc2CN2CCC(NC(=O)c3ccccc3F)CC2)cc1	0	0.1	0	-1	2.4	-4	-6	-3	-2
COc1ccccc1C(=O)NCC(c1cccnc1)N(C)C (stereo not given)	-10	-0.2	-3	5	2.0	-1	5	-1	-2
O=[N+]([O-])c1ccc(N/N=C/C=C/c2ccco2)cc1	2	0.2	0	0	2.4	-1	35	-1	119*
O=C(CSc1ccc2c(c1)OCCO2)NCCN1C(=O)CSC1=O	-5	0.2	0	-19	2.8	-1	7	-2	2
COc1ccc(C(=O)NC2CC3CCCC(C2)N3Cc2ccccc2)cc1 (stereo not given)	0	-0.1	3	6	5.1	-2	-1	-7	-2
COc1cccc(COc2ccc3c(C)c(Cc4ccccc4)c(=O)oc3c2)c1	8	0.2	0	-5	0.4	7	-6	10	-2
COc1ccc(CCNC(=O)CN(c2ccc(OC)c(OC)c2)S(=O)(=O)c2ccc(C)cc2)cc1	-11	0.0	-2	-4	0.0	1	-8	1	-3
O=C(/C=C/c1ccco1)N(Cc1cccc(Cl)c1)C1CCS(=O)(=O)C1 (stereo not given)	0	-0.1	14	-9	-0.4	8	-5	-2	3
COCCn1nnnc1C(c1ccccn1)N1CCN(c2cccc(C)c2C)CC1 (stereo not given)	1	-0.2	3	9	1.0	-1	21	1	2
NS(=O)(=O)c1cnccc1Nc1ccc(Cl)cc1	0	0.3	3	2	2.2	-5	1	-4	-6
(cont.)
SMILES	ZTA DNA inh	Efflux pump inh	CTSL1 counter	EBNA-1 inh	PP5 primary	HCV core dimer	PREPL inh	PP1 inh	TPT1 inh
CC(C)(C)/C(Cn1cncn1)=N\OC(=O)Nc1ccc(Cl)cc1	-10	0.3	-1	-13	-0.5	-3	2	2	-1
O=C(NCCCN1CCCC1)C1CCN(C(=O)c2cc3sccc3n2Cc2ccc(F)cc2)CC1	-4	0.1	2	-9	-1.9	6	31	5	-1
O=C(CN1CCN(CC(=O)Nc2ccc(Cl)cc2)CC1)Nc1ccc(F)cc1	-7	0.0	-3	-7	1.9	-7	1	0	-3
COc1ccccc1-n1cc([C@@H]2C[C@H]3CN(c4ccccc4)C(=O)[C@]34CCCN24)cn1	-24	-0.1	2	-2	0.5	6	-27	6	60*
COc1ccc(-c2cc(C(F)(F)F)n3nc(C(=O)NCc4ccco4)c(Cl)c3n2)cc1	-17	-0.1	4	-2	0.1	29	6	2	-1
CC(Oc1ccccc1F)C(=O)NNC(=O)c1cc2ccccc2o1 (stereo not given)	-8	-0.1	3	-2	0.4	-1	20	-1	4
CCOC(=O)c1nn(-c2ccc(C)c(Cl)c2)c(=O)c(C#N)c1C	-18	-0.2	2	-11	2.9	3	15	1	-1
COc1ccc(NC(=O)COc2nsnc2N2CCOCC2)c(OC)c1	-5	-0.2	0	1	-1.5	-15	28	-1	-3
NS(=O)(=O)OCCCCCc1ccccc1	-5	-0.1	2	8	0.4	-1	-8	0	2
Cc1cccc(NC(=O)CCCCC(=O)Nc2cccc(C)c2)c1	17	0.0	-2	5	-1.1	-3	-17	-6	-2
O=C(CCNS(=O)(=O)c1ccc2[nH]c(=O)oc2c1)NCc1ccc(F)cc1	22	-0.3	-2	2	0.1	7	2	0	2
Cc1c(NC(=O)Nc2cccc(F)c2)c(=O)n(-c2ccccc2)n1C	10	0.0	-3	10	0.1	-1	0	-1	-2
Cn1cccc1/C=C(/C#N)c1ccc(F)cc1	17	0.0	0	-8	0.5	-3	-5	-4	0
COc1ccc(C(=O)NCC(=O)N/N=C(C)\C=C\c2ccccc2)cc1OC	-1	0.1	6	-4	0.8	-3	2	-4	2
Cc1ccc(C2CC(=O)C=C(Nc3ccc(Cl)cc3)C2)cc1 (stereo not given)	-11	-0.1	0	-3	1.7	-11	-22	3	-5
CC(C)(C)NC(=O)[C@]1(C)CCC[C@@]2(C)C3CC[C@@]4(C)C[C@]3(CCC21)CC4=O (stereo not given in full)	-7	0.1	/	/	0.7	/	2	2	/
CCOC(=O)c1ccc(CNCc2ccc(C)cc2)cc1	-7	0.2	-5	-1	4.7	-13	6	0	0
O=C(O)CCC(=O)NNc1ccccc1[N+](=O)[O-]	-8	-0.5	0	1	-0.4	-10	3	-4	-1
CC(C)n1c(SCC(=O)N2CCCCC2)nc2c1c(=O)n(C)c(=O)n2C	-10	0.0	0	2	-1.6	-6	-2	-4	1
C=CCNC(=O)c1onc(CSc2cccc(Cl)c2)c1C(=O)O	-1	/	4	1	-0.8	-15	13	0	-5
COc1ccc(NC(=S)N/N=C/c2cccn2Cc2ccccc2F)cc1	-23	0.1	6	-8	1.3	9	-12	10	5
O=C(Cn1cccn1)N1CCCC(Nc2ccc(F)c(F)c2)C1 (stereo not given)	-8	-0.2	-1	5	2.4	-5	9	1	1
CC(C)n1nc(C(=O)Oc2ccc(Cl)cc2)c2ccccc2c1=O	-12	-7.3	1	10	0.5	-5	-3	2	-3
Cc1cnc(C(=O)NC(Cc2ccccc2)c2ccccc2)cn1 (stereo not given)	3	-0.2	1	0	0.9	-1	-12	-1	-2
O=C(Nc1ccccc1)O[C@@H]1C[C@H]2CCC(=O)N3CC[C@@H](C1)[C@@H]23	6	-0.1	7	15	1.3	9	12	-4	-3

Continued (3 carried over from the part before).
SMILES	ZTA DNA inh	Efflux pump inh	CTSL1 counter	EBNA-1 inh	PP5 primary	HCV core dimer	PREPL inh	PP1 inh	TPT1 inh
CC(C)n1nc(C(=O)Oc2ccc(Cl)cc2)c2ccccc2c1=O	-12	-7.3	1	10	0.5	-5	-3	2	-3
Cc1cnc(C(=O)NC(Cc2ccccc2)c2ccccc2)cn1 (stereo not given)	3	-0.2	1	0	0.9	-1	-12	-1	-2
O=C(Nc1ccccc1)O[C@@H]1C[C@H]2CCC(=O)N3CC[C@@H](C1)[C@@H]23	6	-0.1	7	15	1.3	9	12	-4	-3
N#C/C(=C/c1ccc2c(c1)OCO2)C(=O)NCCc1c[nH]c2ccccc12	5	-0.1	-1	-3	1.3	2	-1	7	-2
CCOC(=O)N1CCN(C(=O)CSc2nnc(Cc3ccccc3)o2)CC1	0	0.3	14	-11	-0.8	1	-4	-6	-1
CCc1nc2ccccc2n1CCC(=O)O	-10	0.1	7	-9	2.0	-1	3	-1	2
CCn1nc(C(=O)N2CCc3ccccc32)c2ccccc2c1=O	11	0.4	/	/	-1.6	/	9	1	/
COC(=O)c1ccc[n+](CCc2c[nH]c3ccccc23)c1	-7	0.1	-3	6	2.7	-2	1	-3	0
CN1CCN(c2ccc(NC(=O)COc3ccc(Cl)cc3Cl)cc2)CC1	-5	0.2	2	-2	1.0	-1	55*	2	2
COc1cccc(NC(=O)C2C3CCC4C(CCC32)C4(Cl)Cl)c1 (stereo not given)	-5	0.1	2	-10	-1.0	1	12	2	2
CC(=O)c1sc(NC(=O)CCNC(=O)c2ccco2)nc1-c1ccccc1	8	0.0	3	1	0.6	5	-5	-2	-3
O=C(NCC(c1ccco1)N1CCCCC1)c1ccc(COc2ccccc2)cc1 (stereo not given)	2	0.0	5	-5	0.1	-1	-2	-4	-1
O=C(O)c1ccc(NC2=C(Cl)C(=O)c3ccccc3C2=O)cc1	-9	-0.2	12	2	1.0	-22	14	-2	-6
O=C(O)c1nn(CC(=O)N2CCN(S(=O)(=O)c3ccc(Cl)cc3)CC2)c(=O)c2ccccc12	1	-0.1	-3	3	-1.4	8	11	-1	-2
CN1CCN(S(=O)(=O)c2cccc(C(=O)Nc3cccc([N+](=O)[O-])c3)c2)CC1	-16	0.0	-2	0	1.6	-4	11	-2	-5
CCOC(=O)CSc1nnc(COc2cccc(C)c2)o1	11	0.0	0	12	1.4	4	1	2	-6
Cc1ccc(-c2nnn(CC(=O)NCc3ccccc3)n2)c(-n2cnnn2)c1	14	0.4	-5	-10	1.4	-3	6	-1	4
COc1ccc(S(=O)(=O)Cc2ccc(C(=O)NCc3cccs3)o2)cc1	2	0.1	1	1	-1.9	2	8	-6	-1
CCOC(=O)c1[nH]ncc1CN1CCCC(C(=O)c2ccc(OC)cc2C)C1 (stereo not given)	-12	0.2	12	0	-8.6	-11	7	-5	-5
CC(=O)Oc1cc2c(C(=O)NCc3ccncc3)c(C)oc2c2ccccc12	1	-0.2	-20	15	-0.6	-19	8	-1	-4
Cc1nnc(NC(=O)C(C)Sc2nnc(-c3ccco3)n2C)s1 (stereo not given)	-10	-0.2	5	6	1.6	-16	3	-1	-3
Cc1ccc(Nc2nnc(-c3ccc4c(c3)OCO4)o2)c(C)c1	-3	0.4	0	-5	1.9	-3	10	0	1
Oc1ccc(Cl)cc1C1=Nc2ccccc2N=C(c2ccco2)C1	2	-0.3	6	-2	2.8	-13	3	-5	6
CCN1C(=S)SC(=O)C1=C1C=C(C)OC(C)=C1	-11	0.0	0	-9	2.5	-10	9	3	4
CCNc1nc(NCC)n2c(SCc3ccc(F)cc3)nnc2n1	5	0.0	-2	12	0.0	-2	-3	-5	0
CC(=O)N1CCC(Nc2ccc(C)cc2)CC1	7	-0.1	-1	-2	0.8	-4	4	-1	-1

Taken from the entries so far, four compounds:
SMILES	ZTA DNA inh	Efflux pump inh	CTSL1 counter	EBNA-1 inh	PP5 primary	HCV core dimer	PREPL inh	PP1 inh	TPT1 inh
Oc1ccc(Cl)cc1C1=Nc2ccccc2N=C(c2ccco2)C1	2	-0.3	6	-2	2.8	-13	3	-5	6
CCN1C(=S)SC(=O)C1=C1C=C(C)OC(C)=C1	-11	0.0	0	-9	2.5	-10	9	3	4
CCNc1nc(NCC)n2c(SCc3ccc(F)cc3)nnc2n1	5	0.0	-2	12	0.0	-2	-3	-5	0
CC(=O)N1CCC(Nc2ccc(C)cc2)CC1	7	-0.1	-1	-2	0.8	-4	4	-1	-1
